uPA surface inh: cell surface uPA generation inhibition; cell surface uPA generation assay, qHTS; 330,000 tested, 0.31% active; Potency, µM (series often up to 38.3 µM), for the others: top-dose activity change, negative = inhibition, actives largely listed as inhibitors; AID 540303; active means well fitted inhibition curve with a large enough effect; inconclusive means small, poorly fitted or top-dose-only effect; inactive means no such curve, though single readings can be large or run the other way; tested in mouse RAW 264.7 cells; further: potency means the concentration at half of the fitted maximal effect; on the % scale 0 is the no-effect control and ±100 the full control effect; nearly all actives have a fitted effect of over 55% in size
PTAP TSG101 blk: blocks PTAP/TSG101 interaction to inhibit HIV-1 budding | Q99816 | AID 493005 | 340,000 tested, under 10 active | Fluorescence polarization, FITC-PTAP peptide / Tsg101 binding | Potency, µM (doses to about 115 µM), without a hit: at the highest dose activity change, negative = inhibition, actives largely listed as inhibitors; active means well fitted inhibition curve with a large enough effect in the main read-out, with a control signal flat, not every such curve was filed as active; inconclusive means small, poorly fitted or top-dose-only effect, or effect the other way, or a change in a side signal; inactive means no such curve, though single readings can be large or run the other way; further: potency means the concentration at half of the fitted maximal effect; % of control where 0% means no effect
Target sequence (Q99816 whole entry, looked up): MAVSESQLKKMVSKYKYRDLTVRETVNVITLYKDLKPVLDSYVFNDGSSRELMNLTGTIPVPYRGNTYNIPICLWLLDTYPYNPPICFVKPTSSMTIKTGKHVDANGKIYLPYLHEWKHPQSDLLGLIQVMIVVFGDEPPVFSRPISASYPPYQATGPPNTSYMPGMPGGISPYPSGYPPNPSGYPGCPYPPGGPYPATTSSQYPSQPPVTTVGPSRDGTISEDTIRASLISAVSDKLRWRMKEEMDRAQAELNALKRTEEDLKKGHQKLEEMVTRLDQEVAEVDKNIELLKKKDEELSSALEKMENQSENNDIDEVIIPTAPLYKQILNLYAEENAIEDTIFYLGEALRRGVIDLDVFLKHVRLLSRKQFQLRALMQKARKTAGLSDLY
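Fluorescence anisotropy tracks displacement of a FITC-tagged PTAP peptide (50 nM) from the Tsg101 binding domain (10 uM), following a 20 min room-temperature incubation at pH 7.5.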
USP2a inh: USP2a (human) protease inhibition. O75604. USP2 core, Ub-CHOP2 coupled fluorogenic reporter, 485/531. Potency, µM (doses to about 38.3 µM), for the others: top-dose activity change, negative = inhibition, hits mostly inhibitors. 330,000 tested, 0.01% active. AID 463254;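 further: potency means the concentration at half of the fitted maximal effect; plate controls were DMSO wells for no effect and full inhibition by NEM control for full effect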
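USP2 core (10nM final) preincubated 30min RT with compound in 20mM Tris-HCl pH 8.0, 2mM CaCl2, 2mM beta-mercaptoethanol, 0.05% CHAPS; 25nM Ub-CHOP2 plus 25nM reporter substrate added, fluorescence (Ex485/Em531) read after 60min.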
Tb PFK block: blocks T. brucei phosphofructokinase; 330,000 tested, 0.17% active; T. brucei PFK, ADP-Glo luminescence; O15648; Potency, µM (top dose mostly 57.5 µM), for the others: at the highest dose activity, negative = inhibition, actives largely listed as inhibitors;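 further: potency means the concentration at half of the fitted maximal effect; 0% = uninhibited 1x PFK enzyme wells and -100% = no-enzyme wells; nearly all actives have a fitted effect of over 60% in size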
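ADP-Glo luminescence quantified ADP after 45 min at room temperature, with 1.25 nM T. brucei PFK, 0.1 mM ATP and 0.5 mM fructose-6-phosphate in pH 8.0 TEA buffer. qHTS titrations up to 57 µM; curves classified by quality.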
TCR activator: T cell receptor activation; AID 504894; Potency, µM (top dose mostly 9.22 µM), for inactives: top-dose activation of IL-2 secretion, usual class: activators; 330,000 tested, under 10 active; primary human leukocytes, anti-CD3, IL-2 HTRF, 48 h; further: % of control where 0% means no effect
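TCR engagement came from a-CD3 beads alone, with compounds added to primary human leukocytes for 48 hr. Secreted IL-2 bridged europium cryptate- and d2-labelled anti-IL-2 antibodies, giving FRET emission at 665nm after 320nm excitation.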
ELG1 repair inh: inhibitors of ELG1-dependent DNA repair in HEK293T cells; HEK293T ELG1-luciferase reporter, luminescence, 16 h; DNA damage induced by 5-fluorouridine; Potency, µM (titrated, usually from 46.1 µM), inactives show top-dose activity change, negative = inhibition, usual class: inhibitors; 330,000 tested, 2.3% active; further: potency means the concentration at half of the fitted maximal effect; on the % scale 0 is the no-effect control and ±100 the full control effect; nearly all actives have a fitted effect of over 55% in size
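Cells (2,000 per well) received 5-fluorouridine plus test compound or DMSO and were incubated 16 hr at 37 °C, 5% CO2. Luciferase activity was read by luminescence 30 min after ONE-Glo addition; signal suppression marked inhibition of damage-induced ELG1 function.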
Mito fusion yeast: blocks mitochondrial division or promotes mitochondrial fusion; S. cerevisiae fusion-defective mutant growth rescue, CellTiterGlo 48 h; Potency, µM (highest dose often 46.1 µM), inactives show at the highest dose growth rescue (activation), actives largely listed as activators; 320,000 tested, 0.23% active;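 further: potency means the concentration at half of the fitted maximal effect; % of control where 0% means no effect; nearly all actives have a fitted effect of over 45% in size; temperature-sensitive fusion mutants such as fzo1-1 at 37 °C on non-fermentable ethanol glycerol medium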
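Temperature-sensitive fusion-defective S. cerevisiae (e.g. fzo1-1, mgm1-5) were grown with compound in YPEG medium (3% ethanol, 3% glycerol) for 48 hours at 37C. Growth rescue was measured as viability by CellTiterGlo luminescence after 10 minutes at ambient.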
BCR signal inh: chronic active BCR signaling inhibition | ABC-DLBCL IkBa-CBG/CBR reporter, luminescence ratio, 4 h | Potency, µM (top dose mostly 46.1 µM), without a hit: top-dose ratio change, negative = lower green/red ratio, most hits filed as inhibitors | 340,000 tested, 0.05% active; active means well fitted inhibition curve with a large enough effect in the signal ratio, with a control signal flat, not every such curve was filed as active; inconclusive means small, poorly fitted or top-dose-only effect, or effect the other way, or a change in a side signal; the % refers to the signal ratio;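 further: potency means the concentration at half of the fitted maximal effect; plate controls were basal doxycycline-induced cells for no effect and cells given 10 µM MG132 for full effect; MG132 reads +100%, hits lower the ratio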
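Cell line TMD8 (human ABC DLBCL), stably expressing tet-inducible CBG68-IkBa fusion and CBR; IMDM/0.5% FBS; cpd up to 46 uM; dox induction, 4 h, 37C/5% CO2; dual luminescence; green/red ratio; MG132 control.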
TSHR antag: human thyrotropin receptor antagonism; TSHR-expressing cells, TSH-stimulated cAMP HTRF, 2 h; hits give low values; activity change, negative = inhibition, % at 11.5 µM; 330,000 tested, 0.2% active; AID 504810;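 active means activity change below a set negative limit, meaning inhibition stronger than a set level, cut at about -70% in these data; inconclusive means activity change between two set negative limits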; further: on the % scale 0 is the no-effect control and ±100 the full control effect
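Inhibition of cAMP made by TSHR-expressing cells under TSH stimulation (4nM final, EC80; 2 h, 37 deg C) is quantified with a one-step lysis HTRF kit, anti-cAMP cryptate versus cAMP-d2.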
B2AR arrestin: beta2AR (human) beta-arrestin recruitment activity | P07550 | beta-arrestin recruitment to beta2AR, cell-based reporter | Potency, µM (series often up to 46.1 µM), for the others: at the highest dose activation, actives largely listed as activators | 330,000 tested, 0.02% active;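 further: potency means the concentration at half of the fitted maximal effect; 0% = DMSO controls and full agonism = EC100 isoproterenol or metaproterenol; nearly all actives have a fitted effect of over 65% in size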
Target sequence (P07550 whole entry, looked up): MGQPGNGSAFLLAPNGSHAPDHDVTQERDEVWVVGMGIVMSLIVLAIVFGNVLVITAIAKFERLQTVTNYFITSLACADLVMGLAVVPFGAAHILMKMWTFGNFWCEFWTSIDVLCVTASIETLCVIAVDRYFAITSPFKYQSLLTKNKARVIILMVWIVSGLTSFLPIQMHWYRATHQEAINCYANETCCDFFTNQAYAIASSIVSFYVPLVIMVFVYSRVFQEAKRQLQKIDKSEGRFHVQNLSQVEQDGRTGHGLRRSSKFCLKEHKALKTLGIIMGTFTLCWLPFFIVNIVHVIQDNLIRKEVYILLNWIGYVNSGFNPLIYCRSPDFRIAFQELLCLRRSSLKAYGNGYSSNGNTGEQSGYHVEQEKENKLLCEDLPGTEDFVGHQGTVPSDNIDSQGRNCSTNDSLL
Eya2 phos inh: blocks the phosphatase activity of human Eya2 | O00167 | recombinant Eya2, OMFP fluorescence dephosphorylation (OMFP is methylfluorescein phosphate) | Potency, µM (doses to about 76.9 µM), for the others: top-dose activity, negative = inhibition, actives largely listed as inhibitors | 330,000 tested, 0.006% active | AID 488837; further: potency means the concentration at half of the fitted maximal effect; on the % scale 0 is the no-effect control and ±100 the full control effect
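Eya2 (0.2 uM) preincubated 10 min at ambient with compound, then OMFP substrate added at 50 uM; 10 min reaction in 50 mM HEPES pH 7.5, 50 mM NaCl, 5 uM MgCl2, 0.05% BSA, 1 mM DTT. Fluorescence read at Ex 485/Em 525 nm.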
An asterisk follows results filed as active; ? = inconclusive; nt = no result given; [ ] = dose if it differs, or a comment. Unless noted, the call rests on the fitted dose curve; in most records, active means well fitted curve in the direction sought with a large enough effect; inconclusive means small, poorly fitted or top-dose-only effect, or another doubt; inactive means no such curve, though single readings can be large; an effect the other way counts as inactive or inconclusive.

SMILES	uPA surface inh	PTAP TSG101 blk	USP2a inh	Tb PFK block	TCR activator	ELG1 repair inh	Mito fusion yeast	BCR signal inh	TSHR antag	B2AR arrestin	Eya2 phos inh
O=C(C1=C(O)C(=O)N(CCN2CCOCC2)C1c1cccnc1)c1cc2ccccc2o1 (configuration not stated)	nt	-6%	1%	-2%	-2%	2%	6%	0%	-6	-0.3%	23%
CN(C)CCNC(=S)Nc1ccccc1Cl	8%	-1%	2%	5%	9%	12%	-3%	3%	6	0.0%	2%
O=C(NCc1cccnc1)c1cccc(S(=O)(=O)N2CCOCC2)c1	-1%	-4%	-2%	0%	0%	2%	0%	3%	10	-1.0%	-14%
O=C(Nc1ccccc1Cl)c1ccc(Cl)cc1Cl	-7%	-9%	2%	1%	-4%	?	-6%	?	-14	0.0%	-4%
O=C(CCCCn1c(=O)[nH]c2ccccc2c1=O)N1CCN(c2ncccn2)CC1	-2%	0%	2%	-5%	3%	-19%	-4%	4%	-2	0.2%	2%
CCOc1ccc(OCCCCOc2ccccc2C(C)=O)cc1	2%	0%	-1%	3%	-7%[46.1 µM]	-12%	6%	-9%	-19	-0.2%	-4%
CCOc1ccc(C(=S)NC2CCCCC2)cc1OCC	4%	-6%	-2%	-18%	-3%	5%	-10%	0%	-6	0.2%	-10%
Cc1ccc(/C([O-])=C(/C(=S)NCCN2CCOCC2)[n+]2ccccc2)cc1[N+](=O)[O-]	-2%	-3%	11%	3%	5%	-22%	1%	0%	-11	-0.3%	14%
CC(C)OCCCNC(=O)C1CCC(CNS(=O)(=O)c2ccc(Cl)cc2)CC1 (configuration not stated)	3%	-2%	1%	0%	-1%	2%	-3%	0%	1	6.1%	-2%
CCN(C(=O)COc1cc(OC)ccc1C(C)=O)C1CCS(=O)(=O)C1 (configuration not stated)	-1%	3%	1%	-2%	nt	-3%	2%	4%	6	3.5%	-10%
Cc1cc(/C=N/Nc2ccc([N+](=O)[O-])cn2)c(C)n1-c1ccccc1	3%	-1%	1%	-1%	-5%	?	-4%	?	13	0.5%	9%
COCC1CCN(C(=O)c2oc3c(F)cccc3c2C)C1 (configuration not stated)	-5%	-1%	-1%	4%	5%	?	-4%	-18%	5	-0.4%	7%
O=C(CSc1nccn1-c1ccc(Cl)cc1)Nc1ccc2c(c1)OCO2	2%	1%	-13%	20%	0%	-19%	-2%	-4%	31	0.1%	2%
CCC(=O)Nc1ccc(C(=O)Nc2c[nH]c(=O)[nH]c2=O)cc1	4%	2%	-2%	2%	3%	0%	0%	2%	1	-1.1%	-3%
Cc1ccc(S(=O)(=O)Nc2ccccc2C(=O)Nc2nc(-c3ccc(F)cc3)cs2)cc1	13µM*	-2%	?	0%	4%[46.1 µM]	?	-31%[inhibitor]	6%	?	0.1%	-2%
COc1cc(C(=O)N2CCCCC2)ccc1OCC(=O)Nc1ccc(F)cc1	9%	-2%	0%	1%	4%	-17%	1%	7%	-12	-0.9%	-4%
Clc1cccc(CN2CCCCCC2)c1Cl	-2%	-5%	-1%	-5%	4%	6%	0%	1%	1	0.2%	-2%
CC(C)(O)CC[C@@H](O)[C@](C)(O)C1CC[C@@]2(O)C3=CC(=O)[C@@H]4C[C@@H](O)[C@@H](O)C[C@]4(C)C3CC[C@]12C (some centres not stated)	12%	-2%	2%	2%	6%	?	nt	-1%	-8	-0.1%	6%
CCn1c(=O)c2c(nc(SCC(=O)NCC3CCCO3)n2C)n(C)c1=O (configuration not stated)	7%	-1%	0%	-2%	-9%	5%	-3%	9%	-1	-0.6%	-3%
Oc1ccccc1/C=N/N1CCCCC1	1%	-2%	0%	-3%	-5%	?	0%	?	3	0.1%	6%
CSc1[nH]c(=O)c(C(=O)O)cc1C#N	5%	-10%	2%	-3%	1%	15%	-3%	7%	0	0.1%	20%
CCOC(=O)Cn1c(N)c(C(=O)OC)sc1=S	nt	-8%	0%	1%	nt	5%	-4%	-19%	12	-0.5%	11%
O=C(O)COc1ccc(NC(=O)c2ccco2)cc1	-2%	-8%	-4%	3%	0%	11%	-2%	14%	2	-2.1%	-10%
NC(=O)C1CCN(C2CC(=O)N(Cc3ccc(N4CCCC4=O)cc3)C2=O)CC1 (configuration not stated)	-4%	-5%	0%	0%	-11%	-1%	-4%	?	5	-0.2%	10%
O=C(CSc1ncn[nH]1)N1N=C2/C(=C/c3ccccc3)CCCC2C1c1ccccc1 (configuration not stated)	4%	-4%	0%	6%	2%[46.1 µM]	-17%	7%	?	19	?	-7%
(listing goes on)
SMILES	uPA surface inh	PTAP TSG101 blk	USP2a inh	Tb PFK block	TCR activator	ELG1 repair inh	Mito fusion yeast	BCR signal inh	TSHR antag	B2AR arrestin	Eya2 phos inh
CC(=O)N/C(=C\c1ccccc1)C(=O)OCc1cccc(S(=O)(=O)N(C)C)c1	-8%	-4%	2%	-1%	-3%	7.3µM*	-27%	?	6	0.3%	6%
N/C(=N\OC(=O)c1ccc(Cl)cc1Cl)c1ccc(Cl)cc1	-11%	-3%	0%	-25%	-9%	?	13%	-7%	19	-0.2%	-19%
O=C1COc2ccc(C(=O)c3ccccc3C(=O)O)cc2N1	3%	0%	2%	0%	0%[46.1 µM]	-6%	-10%	1%	21	-1.7%	1%
COC(=O)c1cc(C(=O)c2cccc(Cl)c2Cl)cn1C	-3%	-3%	0%	3%	4%	-4%	4%	2%	-6	0.8%	-1%
Cc1ccc(CNC(=O)CSc2nc3ccccc3c3nc(C)nn23)cc1	nt	nt	0%	-2%	nt	-6%	3%	9%	18	-0.1%	-24%
CC1CCC(NS(=O)(=O)c2ccc(Cl)nc2)CC1 (configuration not stated)	3%	-4%	0%	1%	4%	?	6%	-3%	4	0.4%	-21%
Cc1cc(C)n(-c2nc(NCC3CCCO3)c3c4c(sc3n2)COC(C)(C)C4)n1 (configuration not stated)	-3%	0%	-1%	-1%	0%	18µM*	7%	?	-7	?	-26%
CN(Cc1cn(Cc2ccccc2)nc1-c1ccc2c(c1)OCO2)Cc1nccn1C	4%	0%	-1%	1%	-1%	-10%	-3%	-16%	-11	0.0%	10%
CSc1nc2ccccc2n1CC(=O)N1CCCCC1	1%	-1%	-4%	1%	0%	?	2%	3%	4	-0.2%	12%
CCc1ccccc1NC(=S)N(Cc1cccs1)C1CCCC1	-3%	0%	-2%	-5%	-3%	-5%	-1%	-1%	-5	-0.1%	11%
COc1ccccc1N(CC(O)Cn1c2ccccc2c2ccccc21)S(=O)(=O)c1ccccc1 (configuration not stated)	13%	1%	2%	-1%	-5%[46.1 µM]	?	?	?	-27	3.1%	-1%
CC1CCN(C(=O)C2CCN(S(=O)(=O)c3cccc4nsnc34)CC2)CC1	-19%	1%	0%	2%	-5%	-3%	-3%	9%	0	0.1%	-12%
C=CCn1c(SCC(=O)Nc2ccc3c(c2)CCC3)nnc1-c1cccs1	5%	-5%	2%	1%	3%	?	-5%	2%	3	-0.4%	8%
O=S(=O)(/N=C/c1c(O)ccc2ccccc12)c1cccs1	nt	nt	-1%	-14%	nt	16%	-1%	?	19	0.0%	-15%
CCOc1ccc(NC(=O)CN(c2ccc(OC)c(OC)c2)S(=O)(=O)c2ccc(C)cc2)cc1	3%	-3%	-5%	3%	2%	?	2%	-1%	1	-1.1%	1%
O=C(Nc1cccc(C(=O)Nc2ccc(Br)cc2)c1)c1ccccc1	-22%	0%	-1%	1%	2%	?	-2%	-9%	-14	-1.1%	7%
O=C(CN1CCN(c2ccccc2Cl)CC1)NC1CCCc2ccccc21 (configuration not stated)	5%	-1%	2%	-5%	-2%[46.1 µM]	-15%	20%	-1%	-6	-0.4%	-15%
COCCNC(=O)c1cccc(OC2CCN(C(C)COc3ccccc3)CC2)c1 (configuration not stated)	-13%	-4%	-1%	-2%	2%	13%	-3%	-3%	4	0.3%	-3%
COCCCNc1nc(N)c([N+](=O)[O-])c(Nc2ccccc2OC)n1	6%	-3%	1%	-3%	9%	?	0%	-10%	-6	-0.2%	-25%
COCC(C)n1c(C)cc(C(=O)CN2c3cccc4cccc(c34)S2(=O)=O)c1C (configuration not stated)	9%	-5%	5%	-8%	0%	1%	22%	?	-9	0.1%	-6%
